Screens: PubChem, NCI
NCI-60 one-dose screen, 48 h, at 10 µM unless noted. Numbers give growth in % (100 = growth as untreated, 0 = no growth, -100 = all killed).
NCI/ADR-RES = NCI/ADR-RES ovarian cells | 4.4% of 81,000 active
HT29 = HT29 colon cancer; 7.4% of 81,000 active
HCT-15 = HCT-15 colon cancer. 5.2% of 82,000 active
NCI-H522 = NCI-H522 lung cancer | 8% of 78,000 active
COLO 205 = COLO 205 colon cancer; 7.3% of 79,000 active; AID 1794742
NCI-H226 = NCI-H226 lung cancer. 3.5% of 79,000 active. AID 1794732
HCT-116 = HCT-116 colon cancer. 7.3% of 82,000 active. AID 1794798
NCI-H460 = NCI-H460 lung cancer. 6.8% of 82,000 active
NCI-H322M = NCI-H322M lung cancer. 2.7% of 80,000 active
Numbers without * were called inactive; · = not tested or not shown; & = joins results of further samples. Rule for the calls: active = growth percent below 10; inactive = the rest.

Sample of the layout, 14 compounds:
Values run as follows: COLO 205 | NCI-H226 | NCI/ADR-RES | NCI-H522 | HT29 | HCT-116 | NCI-H322M | NCI-H460 | HCT-15
> COc1cc(OC)nc(NC(=O)CNc2nnc(-c3cccnc3SCc3ccccc3)s2)n1
→ · | 64 | 73 | 83 | 96 | 89 | · | 100 | 103
> C=C(Cn1cc(-c2cccc(O)c2)nn1)[C@@H]1CC[C@]2(COC(C)=O)CC[C@]3(C)[C@H](CC[C@@H]4[C@@]5(C)CCCNC(C)(C)[C@@H]5CC[C@]43C)[C@@H]12
→ 104 | 85 | 82 | 74 | 96 | 79 | 89 | 76 | 81
> COc1ccc(/C=C2\Cc3c(F)ccc(Br)c3C2=O)c(OC)c1
→ 108 | 97 | 102 | 93 | 99 | 110 | 91 | 98 | 105
> C=C(C)[C@@H]1CC[C@]2(C(=O)Nc3ccc(S(=O)(=O)c4ccc(NCCCN)cc4)cc3)CC[C@]3(C)[C@H](CC[C@@H]4[C@@]5(C)CC[C@H](O)C(C)(C)[C@@H]5CC[C@]43C)[C@@H]12
→ 111 | 100 | 107 | 94 | 110 | 104 | 103 | 105 | 108
> Cc1ccc(C(=O)C(c2c[nH]c3ccccc23)c2c[nH]c3ccccc23)cc1
→ -46* | 39 | 25 | -1.6* | -26* | -62* | 82 | -6.4* | -15*
> CCOC(=O)c1sc(N)nc1C(F)(F)F
→ 103 | · | · | 68 | 94 | 95 | 101 | 108 | ·
> O=S(=O)(NCCCNc1nccc(-c2c(-c3ccc(O)cc3)nc3sccn23)n1)c1ccc(C(F)(F)F)cc1
→ 26 | 61 | 76 | 59 | 21 | 28 | 91 | 60 | 46
> COc1ccc2[nH]cc(C(c3c[nH]c4ccc(OC)cc34)C3CCN(S(=O)(=O)c4ccc(F)cc4)CC3)c2c1
→ 85 | 69 | 75 | 71 | 77 | 54 | 112 | 70 | 72
> CC(C)(C)n1cc(-c2ccnc(NCCNS(=O)(=O)c3ccc(C(F)(F)F)cc3)c2)c(-c2ccccc2)n1
→ 87 | 89 | 91 | 86 | 54 | 59 | 99 | 94 | 76
> COc1ccc(N2C(=O)N(c3ccc(SC)cc3)C(=O)C2=S)cc1
→ 100 | 94 | 96 | 87 | 93 | 96 | 92 | 98 | 94
> CN(C)CC(C)(CN(C)C)C(=O)/C=C/c1c(Cl)cccc1Cl
→ 101 | 11 | -30* | -81* | 12 | -41* | 71 | 58 | -66*
> Cc1cc(NCCN2CCCCC2)c2ccc3ccccc3c2n1
→ 100 | 75 | · | 80 | 66 | 69 | 95 | 93 | 91
> Cc1nc2nc[nH]c(=O)c2nc1C
→ 109 | 106 | 110 | 115 | 102 | 108 | 156 | 110 | 108
> O=C(NCc1ccccc1)c1ccc2c(c1)NC(=O)[C@H]1CCCN21
→ 97 | 106 | 92 | 92 | 100 | 89 | 97 | 106 | 100

This part in full, from the start:
Values run as follows: COLO 205 | NCI-H226 | NCI/ADR-RES | NCI-H522 | HT29 | HCT-116 | NCI-H322M | NCI-H460 | HCT-15
> COc1cc(OC)nc(NC(=O)CNc2nnc(-c3cccnc3SCc3ccccc3)s2)n1
→ · | 64 | 73 | 83 | 96 | 89 | · | 100 | 103
> C=C(Cn1cc(-c2cccc(O)c2)nn1)[C@@H]1CC[C@]2(COC(C)=O)CC[C@]3(C)[C@H](CC[C@@H]4[C@@]5(C)CCCNC(C)(C)[C@@H]5CC[C@]43C)[C@@H]12
→ 104 | 85 | 82 | 74 | 96 | 79 | 89 | 76 | 81
> COc1ccc(/C=C2\Cc3c(F)ccc(Br)c3C2=O)c(OC)c1
→ 108 | 97 | 102 | 93 | 99 | 110 | 91 | 98 | 105
> C=C(C)[C@@H]1CC[C@]2(C(=O)Nc3ccc(S(=O)(=O)c4ccc(NCCCN)cc4)cc3)CC[C@]3(C)[C@H](CC[C@@H]4[C@@]5(C)CC[C@H](O)C(C)(C)[C@@H]5CC[C@]43C)[C@@H]12
→ 111 | 100 | 107 | 94 | 110 | 104 | 103 | 105 | 108
> Cc1ccc(C(=O)C(c2c[nH]c3ccccc23)c2c[nH]c3ccccc23)cc1
→ -46* | 39 | 25 | -1.6* | -26* | -62* | 82 | -6.4* | -15*
> CCOC(=O)c1sc(N)nc1C(F)(F)F
→ 103 | · | · | 68 | 94 | 95 | 101 | 108 | ·
> O=S(=O)(NCCCNc1nccc(-c2c(-c3ccc(O)cc3)nc3sccn23)n1)c1ccc(C(F)(F)F)cc1
→ 26 | 61 | 76 | 59 | 21 | 28 | 91 | 60 | 46
> COc1ccc2[nH]cc(C(c3c[nH]c4ccc(OC)cc34)C3CCN(S(=O)(=O)c4ccc(F)cc4)CC3)c2c1
→ 85 | 69 | 75 | 71 | 77 | 54 | 112 | 70 | 72
> CC(C)(C)n1cc(-c2ccnc(NCCNS(=O)(=O)c3ccc(C(F)(F)F)cc3)c2)c(-c2ccccc2)n1
→ 87 | 89 | 91 | 86 | 54 | 59 | 99 | 94 | 76
> COc1ccc(N2C(=O)N(c3ccc(SC)cc3)C(=O)C2=S)cc1
→ 100 | 94 | 96 | 87 | 93 | 96 | 92 | 98 | 94
> CN(C)CC(C)(CN(C)C)C(=O)/C=C/c1c(Cl)cccc1Cl
→ 101 | 11 | -30* | -81* | 12 | -41* | 71 | 58 | -66*
> Cc1cc(NCCN2CCCCC2)c2ccc3ccccc3c2n1
→ 100 | 75 | · | 80 | 66 | 69 | 95 | 93 | 91
> Cc1nc2nc[nH]c(=O)c2nc1C
→ 109 | 106 | 110 | 115 | 102 | 108 | 156 | 110 | 108
> O=C(NCc1ccccc1)c1ccc2c(c1)NC(=O)[C@H]1CCCN21
→ 97 | 106 | 92 | 92 | 100 | 89 | 97 | 106 | 100
> COc1cc2ncnc(Oc3ccc(NC(=O)Nc4cnn(C(C)C)c4)c4ccccc34)c2cc1OC
→ 106 | 98 | 93 | 91 | 100 | 100 | 113 | 97 | 101
> COc1ccc(/C=C(/C2=NCCN2)n2cnc3ccccc32)cc1
→ 113 | 74 | 100 | 96 | 106 | 100 | 98 | 106 | 92
> C=CCNC(=S)NCC
→ 106 | 94 | 100 | 108 | 100 | 108 | 93 | · | 99
> COc1c(O)cc2oc3cc(O[C@H]4OC[C@H](O)C(O)C4O)c(CC=C(C)C)c(O)c3c(=O)c2c1CC=C(C)C (stereo partly drawn)
→ 106 | 104 | 99 | 61 | 94 | 98 | 101 | 100 | 85
> Cc1nc2c(=O)[nH]c(SCC(=O)Nc3cccc(Cl)c3)nc2[nH]c1=O
→ 114 | 99 | 104 | 92 | 108 | 103 | 102 | 103 | 103
> COc1cc(NC(=O)CN2CCN(c3cc4c(cc3F)c(=O)c(C(=O)O)cn4C3CC3)CC2)cc(OC)c1OC
→ 115 | 108 | 110 | 76 | 99 | 107 | 104 | 106 | 104
> Cc1ccc[n+](CC(=O)c2ccc3ccccc3c2)c1
→ 112 | 100 | 110 | 116 | 113 | 114 | 96 | 115 | 115
> CCOc1ccc(/C=C2\SC(=S)N(N3CCOCC3)C2=O)cc1OC
→ 107 | 99 | 105 | 89 | 107 | 104 | 106 | 112 | 103
> COC(=O)/C=C1\CCC(C(=O)NCc2ccc(Cl)cc2Cl)N1C (stereo not drawn)
→ 110 | 101 | 98 | 118 | 107 | 104 | 91 | 99 | 107
> O=C(Nc1ccc2[nH]ncc2c1)c1csc(Nc2ccccc2)n1
→ 33 | 67 | 16 | 18 | 12 | 35 | 46 | 12 | 17
> N#Cc1c(-c2ccc(F)cc2)nc(SCc2ccc([N+](=O)[O-])cc2)[nH]c1=O
→ 108 | 77 | 88 | 69 | 62 | 78 | 105 | 103 | 87
> CCc1ccc(C2=NN(c3ccc(S(N)(=O)=O)cc3)C(c3ccccc3)C2)cc1 (stereo not drawn)
→ 106 | 94 | 105 | 96 | 95 | 78 | 91 | 102 | 90
> OC(c1ccccc1)(c1cccnc1)C(O)(c1ccccc1)c1cccnc1 (stereo not drawn)
→ 113 | 107 | 100 | 75 | 95 | 98 | 102 | 99 | 109
> CCOC(=O)c1cc(C(=O)c2cc(OC)cc(OC)c2)n2nc(C)ccc12
→ -11* | 79 | 19 | -11* | 3.7* | 25 | · | 11 | 32
> COc1ccc(C2SC(C)C(=O)N2NC(=O)c2[nH]c3ccc(F)cc3c2-c2ccccc2)cc1 (stereo not drawn)
→ 104 | 97 | · | 89 | 93 | 73 | 100 | 92 | 98
> CCCNC(=S)/N=C\c1c(O)c2ccccc2oc1=O
→ 103 | 109 | 104 | 98 | 100 | 95 | 109 | 111 | 94
> N#CC1=C(/N=C/c2ccccc2)Oc2c(ccc3ccccc23)C1c1ccccc1[N+](=O)[O-] (stereo not drawn)
→ 111 | 63 | 97 | 83 | 104 | 87 | 98 | 98 | 93
> COc1ccc2oc3cc(NCCN(C)C)ccc3c(=O)c2c1
→ 48&84 | 102&109 | 70&91 | 66 | 53&70 | 54&94 | 77&77 | 62&98 | 67&91
> Cc1cncc2c(=O)n(-c3ccccc3)n(C)c12
→ 105 | 90 | 101 | 86 | 96 | 93 | 108 | 110 | 94
> COc1ccc(OC)c(Nc2nnc(-c3ccc(O)c(OC)c3)o2)c1
→ 117 | 77 | 69 | 61 | 99 | 64 | 87 | 83 | 47
> Cc1nc2sc(C(=O)Nc3cccc(Br)c3)c(N)c2cc1C(=O)c1ccc(C(F)(F)F)cc1
→ 87 | 92 | 81 | 85 | 90 | 56 | 66 | 64 | 88
> CCOC(=O)C1=C(N)Oc2c(sc3c(F)cccc23)C1c1ccc(Cl)cc1 (stereo not drawn)
→ 106 | 98 | 102 | 93 | 103 | 90 | 89 | 102 | 99
> CCOC(=O)c1c[nH]c2cc([N+](=O)[O-])ccc2c1=O
→ 114 | 98 | 101 | 98 | 101 | 115 | 103 | 106 | 112
> COc1cccc(/C=C2\Cc3c(F)ccc(Br)c3C2=O)c1OC
→ 104 | 95 | 99 | 94 | 103 | 88 | 92 | 98 | 99
> O=C1c2ccccc2CCC1[n+]1ccc2ccccc2c1 (stereo not drawn)
→ 90 | 102 | 96 | 55 | 80 | 83 | 96 | 108 | 96
> COc1cc(/C=N/NC(=S)NNC(=S)NCc2ccco2)cc(OC)c1OC
→ 101 | 95 | 98 | 87 | 105 | 100 | 98 | 99 | 94
> O=c1oc2cc([N+](=O)[O-])ccc2n1SC(Cl)(Cl)Cl
→ 99 | 98 | 93 | 87 | 96 | 92 | 115 | 103 | 96
> Cc1oc(-c2ccc(Cl)cc2Cl)cc1C(=O)Nc1nccs1
→ 88 | 63 | 90 | 90 | 87 | 67 | 91 | 61 | 86
> CCC(=O)Nc1cccc(C(=O)Nc2cccc(NC(C)=O)c2)c1
→ 104 | 101 | 111 | 107 | 109 | 107 | 106 | 108 | 95
> C[C@@H]1CN(Cc2ccc(F)cc2)[C@@H](C)CN1C(=O)c1cc2c(C(=O)C(=O)N(C)C)cn(C)c2cc1Cl
→ 75 | 76 | 82 | 53 | 80 | 78 | 96 | 93 | 94
> O=C(Nc1cccc(Br)c1)N1c2ccccc2SC12CCCC2
→ 95 | 82 | 98 | 78 | 94 | 95 | 100 | 95 | 86
> CCCCc1oc2ccc([N+](=O)[O-])cc2c1C(=O)c1ccc(C#CC2CC2)cc1
→ 94 | 89 | 92 | 73 | 73 | 74 | 89 | 92 | 96
> CC1C(C)N(C(=O)CCl)c2ccccc2N1C(=O)CCl (stereo not drawn)
→ -71* | 14 | -7.9* | · | -74* | -93* | 3.9* | -37* | -83*
> Cc1nn(-c2ccccc2)c2c1C(c1cc3ccccc3[nH]c1=O)C1=C(CC(C)(C)CC1=O)N2 (stereo not drawn)
→ 102 | 75 | 105 | 78 | 92 | 88 | 100 | 106 | 103
> O=C(O)c1ccc(/C=N\N=C\c2ccco2)cc1
→ 112 | 104 | 104 | 90 | 103 | 97 | 112 | 106 | 100
> c1cncc(-c2nc(N3CCOCC3)c3c4c(sc3n2)CCCCCC4)c1
→ 84 | 91 | 91 | 60 | 70 | 78 | 105 | 95 | 77
> COc1cc(-c2nn(C(C)(C)C)cc2-c2ccnc(NCCCNS(=O)(=O)c3ccc(F)cc3)n2)ccc1F
→ 98 | 81 | 86 | 77 | 85 | 69 | 94 | 95 | 54
> COc1ccc(-n2c(CSc3ccc(Cl)cc3)n[nH]c2=S)cc1
→ 101 | 111 | 102 | · | 108 | 101 | 112 | 103 | 93
> COc1ccc(Nc2ncnc3ccc(-c4cncc(NS(=O)(=O)c5cccc(F)c5)c4)cc23)cc1Cl
→ 76 | 72 | 102 | 68 | 58 | 84 | 82 | 83 | 88
> COc1cc(C)cc(C(O)Cc2cccc(-c3ccc(N)nc3)n2)c1 (stereo not drawn)
→ 105 | 94 | 100 | 91 | 98 | 100 | 109 | 108 | 113
> O=C(Cc1ccc(F)c(F)c1)Nc1cc(C2(C(F)(F)F)CC2)nn1Cc1ccccc1
→ -87* | 8.3* | 4.4* | -25* | 18 | 6.1* | 13 | 0.9* | 6.2*
> O=C1NC(O)C(O)N1 (stereo not drawn)
→ 103 | 106 | 100 | 102 | 99 | 105 | 115 | 102 | 108
